# HT1080 IDH1KD tx – toxicity to HT-1080 IDH1 knockdown cells (counter line); HT-1080 IDH1 knockdown viability, ATP luminescence, 48 h; Potency, µM (doses to about 46.1 µM), without a hit: top-dose activity, negative = toxicity, actives largely listed as cytotoxic; 360,000 tested, 2% active; AID 686971;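 also: potency is read from the fitted curve at half-maximal effect; 0% = DMSO wells and -100% = cell-free medium wells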
#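 Cytotoxicity counter-line: IDH1KD HT-1080, 48 h, CellTiter-Glo. Curves classed by r2, magnitude and activity.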
# ATXN2 expr inh – ATXN2 expression inhibition; HEK-293 ATXN2-luciferase reporter, luminescence, 24 h; Potency, µM (titrated, usually from 57 µM), for the others: top-dose activity change, negative = inhibition, most hits filed as inhibitors; 360,000 tested, 0.72% active; also: potency is read from the fitted curve at half-maximal effect; % is scaled to controls: 0 for no effect and ±100 for the full control effect; nearly all actives have a fitted effect of over 55% in size
#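 qHTS (up to 57 uM final) was run with 24 h compound exposure of reporter cells at 37 °C. Each well was multiplexed: SteadyGlo luminescence measured ATXN2-luciferase expression after a fluorogenic Gly-Phe-AFC viability readout (25 uM final).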
# MCF10A rereplic – induces DNA re-replication in MCF 10a normal breast cells; 350,000 tested, 2.9% active; AID 624296; MCF 10A DNA re-replication, Hoechst nuclear intensity, 48 h; Potency, µM (titrated, usually from 46.1 µM), inactives show top-dose activity, positive = re-replication, most hits filed as activators; also: potency is read from the fitted curve at half-maximal effect; % of control where 0% means no effect; nearly all actives have a fitted effect of over 50% in size
# HT1080NT lethal – kills 2HG-producing HT-1080-NT fibrosarcoma cells; HT-1080-NT fibrosarcoma viability, CellTiter-Glo ATP luminescence, 48 h; Potency, µM (doses to about 46.1 µM), for the others: at the top dose activity, negative = less viability, usual class: cytotoxic; 360,000 tested, 1.6% active; AID 686970;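 also: NT is the 2HG producing partner of a matched IDH1 knockdown line; potency is read from the fitted curve at half-maximal effect; 0% = DMSO-treated cells and -100% = media-only wells without cells; nearly all actives have a fitted effect of over 55% in size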
#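 A 48-hour cytotoxicity screen used HT-1080-NT cells plated 2 hours before compound delivery. ATP-based CellTiter-Glo luminescence measured viability, normalized to DMSO and no-cell controls.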
# SW480 rereplic – DNA re-replication induction in SW480 cells | Potency, µM (doses to about 46.1 µM), without a hit: at the highest dose re-replication activation, usual class: activators | 340,000 tested, 1.8% active | AID 624297 | SW480 DNA re-replication, Hoechst DNA content imaging, 48 h; also: potency is read from the fitted curve at half-maximal effect; % of control where 0% means no effect; nearly all actives have a fitted effect of over 55% in size
#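 Readout is total intensity of Hoechst-stained nuclei, excited at 405 nm and collected at 500-530 nm. Compound treatment lasted 48 hr at 37 C in 5% CO2 before staining.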
# HepG2 viability – counter-screen for TGF-b inhibitors: cytotoxicity in HepG2 cells | HepG2 CAGA-GFP viability, ATP luminescence, 18 h | Potency, µM (doses to about 46.1 µM), inactives show at the highest dose activity change, negative = cytotoxicity, hits mostly cytotoxic | 410,000 tested, 0.76% active; also: potency is read from the fitted curve at half-maximal effect; some results filed as inactive show a strong effect at the top dose
#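 HepG2 CAGA-GFP cells (1000/well, DMEM with 1% FBS) received compound, then TGF-beta at 500 pg/mL final, and were incubated 18 hours at 37 degrees C. Viability was read by CellTiter-Glo luminescence. Media-only wells were set as complete cell-killing and DMSO as no toxicity.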
# KB-3-1 cytotox – kills parental KB-3-1 adenocarcinoma cells. KB-3-1 viability, CellTiter-Glo ATP luminescence, 72 h. Potency, µM (highest dose often 46.1 µM), for inactives: at the top dose activity change, negative = cytotoxic, usual class: cytotoxic. 400,000 tested, 1.4% active. AID 1347075; also: potency is read from the fitted curve at half-maximal effect; % is scaled to controls: 0 for no effect and ±100 for the full control effect; nearly all actives have a fitted effect of over 60% in size
#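 Viability of parental KB-3-1 cells, measured by CellTiter-Glo luminescence, followed a 72 h incubation at 37 °C with pinned compounds in phenol-red-free DMEM containing 10% FBS.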
# ATXN viability – viability counter-screen for ATXN expression inhibitors; S2 cells (HEK-293 line with an ATXN2-luciferase reporter) viability, CellTiter-Fluor protease fluorescence, 24 h; Potency, µM (series often up to 56.7 µM), most hits filed as cytotoxic; 400,000 tested, 0.49% active; also: potency is read from the fitted curve at half-maximal effect; nearly all actives have a fitted effect of over 40% in size
# IL-1B inflam inh – inhibitors of inflammasome signaling (IL-1 beta secretion) | THP-1 LPS/ATP IL-1B secretion, AlphaLISA, 16 h; stronger effect = lower value | 360,000 tested, 4.7% active | activity change, % at 57.5 µM; in the data active = activity change below about -50%; inconclusive = mostly about -30% to -49%; also: % is scaled to controls: 0 for no effect and ±100 for the full control effect
#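 THP-1 cells pretreated 1 hr with compounds (up to 57.5 uM final), then stimulated with LPS (250 ng/mL final) plus ATP (1.25 mM final); secreted IL-1B measured by AlphaLISA after 16 hr, decreased signal indicating inhibition.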
# Active calls of the source: *; i = inactive; ? = inconclusive; · = not tested or not shown; & = joins results of further samples; [ ] = dose if it differs, or a comment. Unless noted, calls follow the shape of the dose curve; as a rule, active = well fitted curve in the direction sought with a large enough effect; inconclusive = small, poorly fitted or top-dose-only effect, or another doubt; inactive = no such curve, though single readings can be large; an effect the other way counts as inactive or inconclusive.
no.	mol	HT1080 IDH1KD tx	ATXN2 expr inh	MCF10A rereplic	HT1080NT lethal	SW480 rereplic	HepG2 viability	KB-3-1 cytotox	ATXN viability	IL-1B inflam inh
1	O=S(=O)(Cc1ccccc1)NCCc1ccc(F)cc1	17%	-5%	3%	7%	-1%	-2%	6%	i	-2
2	O=c1cc(C(F)(F)F)nc(SCc2cccnc2)[nH]1	0%	·	-5%	0%	-21%	-2%	1%	i	17
3	O=C(CN1C(=O)NC(Cc2c[nH]c3ccccc23)C1=O)Nc1ccccc1C(F)(F)F (stereo not given)	-4%	-6%	3%	1%	-21%	-8%	0%	i	-21
4	CC1(C)Cc2c(C#N)c(SCC(=O)c3ccccc3)nc(N3CCOCC3)c2CS1	12%	-1%	?	18%	?	-27%	0%	i	44
5	CCOC(=O)c1c(-c2ccncc2)csc1N	0%	1%	8%	4%	-2%	8%	3%	i	-10
6	COc1ccc(Cl)cc1C(=O)NNC(=O)CCNS(=O)(=O)c1ccccc1	3%	9%	3%	-4%	-1%	5%	11%	i	14
7	CCOc1ccc(NC(=S)N2C3CCCC2CC(NC(=O)C2CC2)C3)cc1 (stereo not given)	-4%	-10%	-8%	3%	-10%	3%	-5%	i	14
8	O=C(NCCO)c1ccc(Cl)c(Cl)c1	6%	-2%	?	7%	-7%	4%	6%	i	15
9	Cc1cc(C)n(CCn2nc(C)cc2C)n1	4%	-11%	-3%	15%	3%	0%	2%	i	9
10	COc1ccc([N+](=O)[O-])cc1NC(=O)C(C)NNC(=O)c1cccc([N+](=O)[O-])c1 (stereo not given)	-17%	-22%	11%	-10%	-4%	-13%	17%	i	7
11	COCCNC(=O)c1nc2c(nnn2Cc2cc(C)ccc2C)c(=O)[nH]1	-1%[9.24 µM]	6%	-4%	8%	-5%	-15%	-13%	i	37
12	COc1ccc(C(=O)Nc2cc(C(=O)NCCc3ccccc3)ccc2Cl)cc1	?	17%	-10%	-4%	-9%	-8%	0%	i	43
13	CCOc1ccc(N(CC)C(=O)c2cc3c(s2)-c2ccccc2OC3)cc1	·	?	·	·	·	-32%	2%	i	·
14	COc1cc(C(=O)N2CCC(c3ccncc3)CC2)cc(OC)c1OC	·	0%	·	·	·	-29%	-4%	i	·
15	CC1CN(C(=O)c2ccc(NS(=O)(=O)c3ccc(C(C)(C)C)cc3)cc2)CC(C)O1 (stereo not given)	-15%	-9%	16%	-17%	-4%	-3%	-10%	i	48
16	Cc1cc(C)nc(N2C(=O)CC(C(C)c3ccccc3)C2=O)n1 (stereo not given)	7%	-33%	-1%	9%	3%	11%	-3%	i	7
17	O=C(NCc1ccc(Cl)cc1Cl)C1CC(=O)N(Cc2ccccc2)C1 (stereo not given)	-16%	-1%	-3%	-23%	-8%	-2%	0%	i	-9
18	C[C@@H](CSc1ccc(Br)cc1)CN1CC[C@H](O)CCC1=O	-5%	5%	-2%	-1%	-9%	1%&31%	?	i	21
19	CC[C@H](C)[C@H](NC(=O)OCc1ccccc1)C(=O)OCC(=O)N(C)CC(=O)Nc1ccccc1Cl	-11%	-1%	13%	-4%	0%	0%	1%	i	-3
20	COc1ccc(C2CC(c3cccs3)=NN2C(=O)CCC(=O)O)cc1 (stereo not given)	8%	·	0%	4%	-4%	7%	2%	i	5
21	COc1ccc(C(=O)/C=C2\NCC3c4ccccc4CCN3C2=O)cc1 (stereo not given)	8%	3%	-2%	-1%	-2%	-7%	12%	i	2
22	CCOC(=O)N1C2=NC(C(=O)OC)=C(C(=O)OC)[C@@H]3Nc4ccccc4[C@]23C[C@H]1C(=O)OC	2%	1%	15%	5%	-4%	-1%	16%	i	14
23	Cc1[nH]n(-c2ccccc2)c(=O)c1C1(C(F)(F)F)C(=O)N(c2ccccc2)C2=C1C(=O)CC(C)(C)C2 (stereo not given)	7%	1%	11%	7%	3%	0%	4%	i	-5
24	O=C1NC[C@H](Cc2ccc(O)cc2)N(C[C@H]2CCCN2C[C@H](Cc2ccc(O)cc2)N2C[C@H](Cc3ccc(O)cc3)N(CCc3ccccc3)C(=O)C2=O)C1=O	5%	9%	·	13%	·	-2%	0%	i	-4
25	CCn1cc(/C=C(\NC(=O)c2ccc(OC)c(OC)c2)C(=O)NCCCN2CCOCC2)c2ccccc21	8%	·	-8%	11%	-9%	3%	1%	i	-7
26	CCOCCOc1nc2c(c(=O)n(C)c(=O)n2C)n1Cc1ccc(C)cc1	0%	3%	-1%	-5%	0%	-7%	1%	i	10
27	Cc1ccc(-c2noc(CN3CCN(C(c4ccccc4)c4ccccc4)CC3)n2)cc1	-16%	6%	-187%[0.0737 µM]	-9%	?	-6%	-17%	i	2
28	CCOc1ccccc1C(=O)Nc1ccc2c(c1)C(=O)NC2=O	14%	-19%	-1%	15%	-8%	-2%	7%	i	9
29	Cc1cc(Nc2ccc(C)c(Br)c2)n2nc(C)nc2n1	-3%	-2%	-2%	-22%	2%	-7%	-2%	i	-2
30	O=C(COC(=O)c1ccc2c(c1)C(=O)N(Cc1ccco1)C2=O)NCC(F)(F)F	1%	-5%	-8%	-1%	?	-4%	1%	i	15
31	Cc1ccc(C(=O)Nc2ccc3c(c2)CCC3)cc1S(=O)(=O)N1CCOCC1	-1%	16%	2%	-9%	0%	2%	-2%	i	?
32	CC(NC(=O)NC1CCCCC1)c1ccccc1 (stereo not given)	11%	-3%	0%	18%	0%	0%	-5%	i	26
33	COc1ccc(CCNC(=O)c2cc3c(-c4ccc(OC)c(OC)c4)nn(C)c3s2)cc1OC	·	-29%	·	·	·	-29%	-22%	?	·
34	CCCCN(CCCNC(=O)Cn1ncc2ccsc2c1=O)Cc1ccccc1	0%	1%	2%	2%	0%	0%	14%	i	-19
35	CCN(CC)CCn1c(SCC(=O)Nc2cccc(OC)c2)nc2c(sc3ccccc32)c1=O	?	?	?	?	14%	-20%	12%	?	-79*
36	O=C(O)Cn1c2ccccc2c2n[nH]c(=S)nc21	7%	2%	1%	14%	5%	-9%	22%	i	14
37	CN(C)C(=O)CSc1n[nH]c(-c2ccco2)n1	14%	-6%[11.3 µM]	?	5%	1%	-2%	6%	i	1
38	S=C1SCN(Cc2ccccn2)CN1Cc1ccco1	16µM*	?	4.1µM*	?	7.3µM*	-40%	-4%	?	0
39	Cc1ccc(NC2CCCN(C(=O)CSc3ccccn3)C2)cc1C (stereo not given)	-2%	-10%	-3%	1%	5%	-35%	20%	i	13
40	NC(=O)N/N=C/c1ccc(-c2ccc(S(=O)(=O)Nc3ncccn3)cc2)o1	3%	-11%	2%	7%	-3%	-17%	8%	i	5

# Shown screen by screen: two of the compounds above.
22	CCOC(=O)N1C2=NC(C(=O)OC)=C(C(=O)OC)[C@@H]3Nc4ccccc4[C@]23C[C@H]1C(=O)OC
25	CCn1cc(/C=C(\NC(=O)c2ccc(OC)c(OC)c2)C(=O)NCCCN2CCOCC2)c2ccccc21
Assay by compound	22	25
HT1080 IDH1KD tx	2%	8%
ATXN2 expr inh	1%	·
MCF10A rereplic	15%	-8%
HT1080NT lethal	5%	11%
SW480 rereplic	-4%	-9%
HepG2 viability	-1%	3%
KB-3-1 cytotox	16%	1%
ATXN viability	i	i
IL-1B inflam inh	14	-7

# Continued:
no.	mol	HT1080 IDH1KD tx	ATXN2 expr inh	MCF10A rereplic	HT1080NT lethal	SW480 rereplic	HepG2 viability	KB-3-1 cytotox	ATXN viability	IL-1B inflam inh
41	CCN1C(=O)[C@H]2[C@@H](c3ccc(-c4ccc(Cl)c(Cl)c4)cc3)N[C@@](C)(C(=O)OC)[C@H]2C1=O	0%	?	15%	-9%	26%	-22%	?	i	-25
42	CC1CCCN(c2ccc(C(=O)NCc3ccccc3)cn2)C1 (stereo not given)	1%	24%	?	-4%	?	-6%	-3%	i	?
43	CCOC(=O)c1cc(CC)sc1NC(=O)CN1CCN(C(=O)C2CCCO2)CC1 (stereo not given)	-7%	-8%	?	3%	5%	-29%	6%	i	-2
44	O=C1CCC(=O)N1CC1CC2CCC1C2 (stereo not given)	1%	0%	-2%	2%	-5%	1%	-4%	i	3
45	O=C(N/N=C/c1ccc(O)c(O)c1)c1ccc(CSc2cccc3cccnc23)cc1	-20%	10%	?	-21%	-2%	-42%	-23%	?	2
46	CC(=O)c1cccc(NCC(=O)c2ccc(C)c([N+](=O)[O-])c2)c1	-2%	1%	1%	0%	13%	4%	-2%	i	35
47	Cc1ccc(CNC(=O)c2ccc(CS(=O)(=O)Cc3ccc(F)cc3)o2)cc1	·	-13%	·	·	·	-3%	-16%	i	·
48	CCOCCCNC(=O)CN(Cc1ccc(Cl)cc1)S(C)(=O)=O	2%[9.24 µM]	5%	-2%	8%	-10%	18%	-1%	i	0
49	CC(C)OC(=O)C(NC(=O)c1ccccc1)=C1CCCCC1	8%	3%	13%	9%	-1%	-2%	1%	i	-7
50	Cc1cccc(N2CCN(C(=O)c3ccccc3NC(=O)C3CCCCC3C(=O)O)CC2)c1 (stereo not given)	16%	12%	-4%	12%	-5%	8%	10%	i	23
51	COc1ccc(NC(=O)Cc2noc3ccc(C)cc23)cc1Cl	·	-7%	·	·	·	-30%	-11%	i	·
52	COc1ccccc1OCCNC1CCCC1	12%	-6%	0%	-1%	-2%	-1%	-10%	i	-1
53	CCOC(=O)c1cnn(-c2ccc(C(=O)Nc3cccc(C(C)=O)c3)cc2)c1N	·	-9%	·	·	·	-10%	2%	i	·
54	O=C(c1ccco1)N1CCN(S(=O)(=O)c2ccc(F)cc2)CC1	11%	1%	8%	1%	-1%	3%	10%	i	2
55	Cc1cc2ccccc2c(=O)n1CC(=O)N(C)c1ccc(F)cc1	11%	-8%	-1%	7%	2%	-16%	4%	i	-11
56	COc1cc(OC)c(NC(=O)CCNC(=O)Cn2ccc3ccccc3c2=O)cc1Cl	2%	3%	1%	4%	-3%	9%	?	i	-3
57	CCc1ccc2nc(-c3cccc(C)c3)nc(SCC(=O)NCC3CCCO3)c2c1 (stereo not given)	8%	-5%	-4%	6%	-4%	-6%	6%	i	15

# Source: PubChem BioAssay (National Center for Advancing Translational Sciences (NCATS))
